# LYPLA1 counter = counter-screen for PME1 inhibitors: inhibitors of human LYPLA1. O75608. recombinant LYPLA1, FP-Rh probe fluorescence polarization. inhibition, % at 5.9 µM. 0.16% of 320,000 active. AID 2174;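 active = inhibition above the mean of all tested compounds plus 3 SD, set per campaign, cut at about 14% in these data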;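 note: inhibitors block serine hydrolase probe labeling of LYPLA1 so polarization falls; 0% = enzyme with DMSO and 100% = wells lacking LYPLA1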
# Target sequence (O75608 whole entry, looked up): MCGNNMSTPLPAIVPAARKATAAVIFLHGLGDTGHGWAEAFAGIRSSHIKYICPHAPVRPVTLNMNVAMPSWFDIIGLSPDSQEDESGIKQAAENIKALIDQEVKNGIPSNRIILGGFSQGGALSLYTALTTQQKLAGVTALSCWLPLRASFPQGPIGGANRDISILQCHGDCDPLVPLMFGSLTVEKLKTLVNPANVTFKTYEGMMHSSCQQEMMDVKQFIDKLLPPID
# ZTA DNA inh = counter-screen for EBNA-1 inhibitors: inhibitors of Epstein-Barr virus ZTA | ZTA-DNA binding, fluorescence polarization | inhibition, % at 11 µM | 0.15% of 320,000 active; in the data active = inhibition above about 33%
# Target sequence (P03206 whole entry, looked up): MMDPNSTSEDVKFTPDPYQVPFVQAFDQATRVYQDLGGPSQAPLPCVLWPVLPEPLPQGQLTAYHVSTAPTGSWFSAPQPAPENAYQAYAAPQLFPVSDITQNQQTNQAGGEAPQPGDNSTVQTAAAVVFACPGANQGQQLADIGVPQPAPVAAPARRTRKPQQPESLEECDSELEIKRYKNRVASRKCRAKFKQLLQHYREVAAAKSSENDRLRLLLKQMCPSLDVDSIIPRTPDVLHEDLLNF
# PAFAH1B2 inh = PAFAH1B2 (human) inhibition; P68402; recombinant PAFAH1B2, FP-rhodamine activity probe, fluorescence polarization; inhibition, % at 3.39 µM; 1.2% of 340,000 active; AID 492953;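 active = inhibition above the mean of all tested compounds plus 3 SD, cut at about 24% in these data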;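 note: 0% = enzyme with DMSO and 100% = wells lacking PAFAH1B2; many of its hits are not listed in these tables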
# PAFAH2 inh = PAFAH2 (human) inhibition; Q99487; recombinant PAFAH2, FP-rhodamine activity probe, fluorescence polarization; inhibition, % at 3.39 µM; 0.99% of 340,000 active; AID 492956;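 active = inhibition above the mean over all tested compounds plus 3 SD, cut at about 30% in these data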;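 note: inhibitors block probe labeling of enzyme so polarization drops; 0% = enzyme with DMSO and 100% = wells lacking PAFAH2 protein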
# PAFAH1B3 FP inh = blocks human PAF acetylhydrolase 1B catalytic subunit 3. Q15102. recombinant PAFAH1B3, FP-rhodamine probe, fluorescence polarization. inhibition, % at 3.39 µM. 0.28% of 340,000 active. AID 492972;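 active = inhibition above the screen-wide average of all tested compounds plus 3 SD, cut at about 25% in these data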;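 note: 0% = enzyme with DMSO only and 100% = wells lacking PAFAH1B3 protein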
# Target sequence (Q15102 whole entry, looked up): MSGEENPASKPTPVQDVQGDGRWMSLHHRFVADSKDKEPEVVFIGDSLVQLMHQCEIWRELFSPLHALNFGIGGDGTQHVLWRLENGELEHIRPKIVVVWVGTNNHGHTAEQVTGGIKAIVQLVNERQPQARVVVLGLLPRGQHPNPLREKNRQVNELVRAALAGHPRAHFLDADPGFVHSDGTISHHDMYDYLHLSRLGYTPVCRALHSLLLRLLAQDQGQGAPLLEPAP
# LYPLA2 inh = blocks human lysophospholipase 2, a PME1 counter-screen; O95372; 0.38% of 320,000 active; recombinant LYPLA2, FP-Rh probe fluorescence polarization; inhibition, % at 5.9 µM;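 active = inhibition above the screen-wide mean plus 3 SD, limit set per campaign, cut at about 26% in these data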;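 note: 0% = LYPLA2 with DMSO and 100% = wells lacking LYPLA2 enzyme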
# Target sequence (O95372 whole entry, looked up): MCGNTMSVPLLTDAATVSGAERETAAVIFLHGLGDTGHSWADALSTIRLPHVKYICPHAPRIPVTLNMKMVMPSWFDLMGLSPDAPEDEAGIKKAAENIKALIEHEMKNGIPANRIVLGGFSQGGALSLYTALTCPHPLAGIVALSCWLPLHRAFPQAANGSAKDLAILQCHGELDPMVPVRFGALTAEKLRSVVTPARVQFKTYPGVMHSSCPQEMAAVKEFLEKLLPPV
# pPAFAH FP inh = inhibitors of human plasma PAF acetylhydrolase (pPAFAH); recombinant pPAFAH, FP-rhodamine probe fluorescence polarization; AID 463082; inhibition, % at 3.39 µM; Q13093; 1.5% of 330,000 active;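 active = inhibition above the mean inhibition across the screen plus 3 SD, cut at about 25% in these data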;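 note: inhibitors block binding of the rhodamine activity-based probe so polarization drops; 0% = enzyme with DMSO and 100% = wells lacking pPAFAH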
# PREPL inh = human PREPL enzyme inhibition; Q4J6C6; inhibition, % at 5.96 µM; 0.68% of 320,000 active; recombinant PREPL, fluorescence polarization activity-based probe; in the data active = inhibition above about 43%;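 note: 0% = enzyme with DMSO and 100% = wells lacking enzyme; many of its hits are not listed in these tables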
# EBNA-1 inh = blocks EBNA-1 binding to DNA. AID 1950. inhibition, % at 14.8 µM. EBNA-1 DNA binding, fluorescence polarization. 0.34% of 300,000 active; in the data active = inhibition above about 28%
# Numbers without * were called inactive; nt = no result given. An excerpt; rates above refer to the full screens.
# Sample of the layout, 3 compounds:
Molecule	LYPLA1 counter	ZTA DNA inh	PAFAH1B2 inh	PAFAH2 inh	PAFAH1B3 FP inh	LYPLA2 inh	pPAFAH FP inh	PREPL inh	EBNA-1 inh
N/C(=N\OC(=O)Nc1cccc(C(F)(F)F)c1)c1ccno1	-1	15	nt	nt	nt	-1	-3	2	14
O=S(=O)(c1cccc(S(=O)(=O)N2CCC(n3nnc4ccccc43)CC2)c1)N1CCCCC1	1	-14	-6	-9	6	1	-2	1	-20
CCC(=O)Nc1nc(C)nc(C)c1C(C)=O	3	0	0	0	-2	5	0	15	-8

# The list itself, from the first entry:
Molecule	LYPLA1 counter	ZTA DNA inh	PAFAH1B2 inh	PAFAH2 inh	PAFAH1B3 FP inh	LYPLA2 inh	pPAFAH FP inh	PREPL inh	EBNA-1 inh
N/C(=N\OC(=O)Nc1cccc(C(F)(F)F)c1)c1ccno1	-1	15	nt	nt	nt	-1	-3	2	14
O=S(=O)(c1cccc(S(=O)(=O)N2CCC(n3nnc4ccccc43)CC2)c1)N1CCCCC1	1	-14	-6	-9	6	1	-2	1	-20
CCC(=O)Nc1nc(C)nc(C)c1C(C)=O	3	0	0	0	-2	5	0	15	-8
Cc1cc(C)cc(Oc2ccccc2/C=N\O)c1	-3	-9	0	-2	-3	2	10	-7	1
COC(c1ccccc1)c1nnc(CCC(=O)NCCC(C)C)o1 (stereo not given)	-2	7	2	1	0	-4	1	3	18
CCCCCCN=C(C)c1ccccc1O	4	5	4	3	7	3	0	1	3
COc1ccc(OC)c(NC(=O)c2cc3sccc3n2C)c1	3	-12	1	12	5	3	6	14	4
CC(=O)c1ccc(C(=O)NC2CC(C)(C)Cc3c2cnn3-c2ccccc2)cc1 (stereo not given)	5	-32	0	3	6	14	1	11	-5
Cc1ccc(S(=O)(=O)N2CCC(C(=O)NCC(C)(C)N3CCOCC3)CC2)c(C)c1	0	0	3	-3	5	4	-4	16	nt
COc1ccc(N(CC(=O)Nc2cc(Cl)ccc2C)S(=O)(=O)c2c(C)n[nH]c2C)cc1	-1	4	-1	-6	3	5	-2	3	6
COc1ccc(-c2nn(-c3ccccc3F)cc2CNCCn2nc(C)cc2C)cc1	-4	-9	6	2	-1	1	-2	-14	-1
Cc1nc(NC(=O)COC(=O)[C@@H](NC(=O)c2ccco2)C(C)C)c(Cl)cc1Cl	nt	nt	2	5	2	nt	5	6	nt
CN(CCC1CCOCC1)C(=O)c1cc(COc2c(F)cccc2F)on1	1	0	6	1	8	-2	2	6	3
O=C(O)c1ccc(COc2ccc3ccccc3c2)o1	1	10	5	-4	6	-2	-2	-11	9
CC1(C)C(c2ccccc2)=[N+]([O-])C2(CCCCC2=O)N1O (stereo not given)	5	-3	3	4	7	-5	2	-5	5
CNc1ccc(C(O)(C(F)(F)F)C(F)(F)F)cc1C(O)(C(F)(F)F)C(F)(F)F	1	-3	6	5	8	8	4	1	-14
CCN1C(=O)C(CC(=O)N2CCN(C(c3ccccc3)c3ccccc3)CC2)N(CC)C1=O (stereo not given)	-2	10	-5	-3	10	-2	1	11	-8
CCCCCNS(=O)(=O)c1cc2c3c(c1)CCC(=O)N3CCC2	0	-15	4	5	2	6	1	20	-18
Cc1cc(C(=O)NNc2cc(Cl)ccc2Cl)no1	-1	11	-3	17	5	4	2	28	9
CC(NC(=O)C12CC3CC(CC(C3)C1)C2)c1ccc(F)cc1 (stereo not given)	0	0	20	-3	6	-7	2	4	-5
Cc1noc(C)c1COc1cccc(C(=O)N2CCN(C/C=C/c3ccccc3)CC2)c1	3	7	4	-8	5	8	2	24	-2
O=C(Nc1ccc(F)cc1)c1ccccc1F	-1	16	2	-3	0	7	0	-3	2
COc1ccc(OCC(=O)Nc2ccc3c(c2)nc(CCN2CCOCC2)n3C)cc1	-2	-8	3	2	4	-5	5	4	8
Cc1cc(C)cc(NC(=S)NCc2ccc3[nH]c4c(c3c2)CCCC4)c1	-4	-4	1	0	8	-2	13	12	-10
N#CC(C(=O)c1ccco1)c1ccccn1 (stereo not given)	1	-10	-3	-7	-6	3	-3	15	10
CCNS(=O)(=O)c1ccc(CCC(=O)O)cc1	1	-9	-3	-6	4	3	1	-3	1
Cc1nc(SCC(=O)Nc2cccc(S(=O)(=O)N3CCOCC3)c2)nc(C)c1C	nt	nt	-1	2	0	nt	0	9	nt
COc1ccc(NC(=O)CSc2nc3n[nH]c(C)c3c(=N)n2-c2ccc(Cl)c(C)c2)cc1OC	-3	10	-3	0	6	-4	1	2	-15
Cc1cccc(C)c1N1CCN(S(=O)(=O)c2ccccc2)CC1	-1	-11	1	2	3	-4	0	5	-4
CC1C(=O)OC2C1CCC1(C)CCC(=O)C(C)C21 (stereo not given)	2	-5	6	2	9	6	-1	16	2
Cc1ccnn1CCC(=O)N1CCCC(CCC(=O)N2CCN(c3ccccn3)CC2)C1 (stereo not given)	-3	-3	-1	14	4	2	7	9	9
CCOC(=O)c1cnc(-n2nc(C)cc2C)nc1Nc1ccc(O)cc1	-4	8	2	-1	6	3	1	3	5
N#Cc1ccc(-n2nccc2-c2cnc3n(c2=O)CCS3)cc1	3	-3	2	-9	5	0	1	-2	-6
O=C(O)c1ccc(NS(=O)(=O)c2cccc(S(=O)(=O)c3ccc(Cl)c(Cl)c3)c2)cc1	-3	6	9	73*	-2	-2	11	9	6
C/C(=N\NC(=O)c1cc(C)oc1C)c1ccc2ccccc2c1	-4	-4	1	1	3	-10	-1	3	-11
O=C(COC(=O)Cc1ccc(Br)cc1)NC1CC1	0	11	8	2	4	3	5	11	nt
O=C(Nc1cccc2c1CCCC2)c1ccncc1	1	-6	9	3	3	5	4	6	6
CCOc1c(OC(C)=O)ccc(/C=C/c2ccc3cccc(OC(C)=O)c3n2)c1[N+](=O)[O-]	-12	1	-2	-2	12	-3	15	13	17
CCCNC(=O)Cn1cccc1C(=O)c1ccccc1	2	-4	-3	-3	0	3	3	-1	10
N#Cc1ccc(-c2csc(NC(=O)c3ccc(N4C(=O)CCC4=O)cc3)n2)cc1	4	-3	3	3	0	3	-3	15	8
Cc1ccccc1C(=O)NNC(=O)C1CCCN(c2ncccn2)C1 (stereo not given)	-4	-5	-5	6	1	-1	-7	18	-9
Cc1ccc(CNC(=O)CSc2nc3c(sc4ccccc43)c(=O)n2CCCN2CCCC2)cc1	0	-20	-1	11	6	-2	-1	-8	3
CCN(CC)CCNC(=O)c1[nH]c2ccc(OCc3ccccc3)cc2c1C	-6	-9	7	-4	8	3	5	16	-4
N=C(N)SCc1nc2ccccn2c1Br	-5	0	1	1	7	-2	3	0	-6
O=C(COC(=O)CNC(=O)c1ccccc1F)Nc1ccc(Cl)cn1	nt	nt	8	10	-1	nt	3	1	nt
CC1CN(c2cc3nccnc3cc2F)CC(C)O1 (stereo not given)	-1	1	0	5	9	-6	2	7	0
CCOC(=O)/C=C/[C@H]1CC2(CCO1)SCCCS2	3	-1	9	10	10	0	1	13	nt
CCC1CCCCN1c1cc(C)nc2cc(-c3cccc(C)c3)nn12 (stereo not given)	-1	-7	0	1	-1	-2	1	16	-8
COC(=O)CSc1nc2c(c(-c3ccc(O)cc3)c1C#N)CCCC2	-3	-13	5	-2	7	-4	7	-5	2
CCCCC(=O)Nc1cc([N+](=O)[O-])ccc1Cl	0	-1	2	-1	3	-3	4	8	-14
O=C(NCc1cccnc1)C1CC(c2cccc(Br)c2)=NO1 (stereo not given)	-2	-6	5	2	9	2	4	0	-2
CN(Cc1ccccc1)C(=O)CN1C(=O)NC2(CCCC2)C1=O	4	14	5	0	-8	0	2	0	nt
Cc1ccc2c(c1)c1c(n2CC(O)Cn2ccnc2C)C(=O)CCC1 (stereo not given)	3	0	4	-1	5	-2	10	22	-5
CCCCn1c(N)c(N(CC(C)C)C(=O)c2ccc(F)c(S(=O)(=O)N3CCOCC3)c2)c(=O)[nH]c1=O	-2	-8	2	8	8	3	5	-5	-2
CCC(C)Nc1nc2c(c(=O)n(C)c(=O)n2C)n1Cc1ccc(Cl)cc1 (stereo not given)	1	3	5	3	5	5	2	30	-6
COc1ccc2[nH]c3nc(SCC(=O)Nc4cccc(NC(C)=O)c4)nnc3c2c1	-9	-2	0	1	11	-18	-5	-3	-8
COc1ccc(N2CCN(C3CC(=O)NC3=O)CC2)cc1 (stereo not given)	1	-25	5	0	3	4	2	11	-2
COc1cc2c(C#N)c(N3CCc4ccccc4C3)nc(N)c2c(N)n1	-2	-9	3	13	12	-6	20	49*	-17
COC(=O)c1ccc(CSc2nncn2C)cc1	-2	11	3	-11	9	-1	2	7	12
Cc1ccc(N(CC(=O)NC2CCCCCC2)S(=O)(=O)c2c(C)nn(C)c2C)cc1	-2	2	2	0	-1	0	-5	8	0

# Additional entries
Molecule	LYPLA1 counter	ZTA DNA inh	PAFAH1B2 inh	PAFAH2 inh	PAFAH1B3 FP inh	LYPLA2 inh	pPAFAH FP inh	PREPL inh	EBNA-1 inh
Cc1ccc(/C=N/NS(=O)(=O)c2ccc([N+](=O)[O-])cc2)o1	1	-12	0	0	6	-8	3	-3	-3
CC1CCCN(Cc2nc3c(c(=O)n(C)c(=O)n3C)n2CC(=O)c2ccccc2)C1 (stereo not given)	1	14	3	1	0	1	-3	-5	4
Cc1nc(C)c(CC(=O)N2CCc3c([nH]c4ccccc34)C2c2ccccn2)s1 (stereo not given)	-4	-4	-2	-12	2	1	5	-2	7
CC(C)(C)NCC(O)(c1ccc(Cl)cc1)c1ccc(Cl)cc1	-1	1	9	-2	3	0	-4	-8	-6
CCCCCCCNC(=O)C1(CC2CC(c3ccc(Cl)cc3)=NO2)CCN(C(=O)CCCCCBr)CC1 (stereo not given)	-2	3	1	6	12	-3	13	15	5
CCOc1cc(CNCc2ccccn2)cc(Cl)c1OCC	0	4	1	-5	8	1	4	-10	0
COc1ccc(OCCCC(=O)Nc2cccnc2)cc1	0	6	6	-7	4	4	-3	12	-1
CCN1C(=O)[C@@H]2[C@@H](c3ccc(-c4ccc(OC)cc4)c(OC)c3)N3CCC[C@@]3(C(=O)OC)[C@@H]2C1=O	-2	-2	2	-2	7	-6	2	1	-2
N#C/C(C(N)=O)=c1/ccc2c(c1)N1C3=C(CCCC3)CC3CCCCC31N=2 (stereo not given)	3	6	nt	nt	nt	1	9	12	1
CCCC(=O)Nc1c2c(nn1-c1ccc(C)cc1)CS(=O)(=O)C2	-3	-5	-4	3	-1	-10	11	2	3
Cc1cc(C)nc(Nc2n[nH]c(-c3cccc4ccccc34)n2)n1	-2	-8	-1	-16	-2	-1	-2	0	-9
CCOc1ccc(N(CC(=O)NC2CCCC2)S(=O)(=O)c2c(C)[nH]c(=O)[nH]c2=O)cc1	3	-6	3	1	4	9	-3	-10	-3
COc1ccc(Cn2c(=S)[nH]c3cc(C(=O)NCc4cccnc4)ccc3c2=O)cc1	-9	10	1	-12	-1	-21	-6	-1	-8
N#CC(CC(=O)c1ccc(F)cc1)c1ccc2c(c1)OCO2 (stereo not given)	2	11	4	0	1	7	4	-17	1
CCOC(=O)c1csc(NC(=O)CN2CCCCC2)n1	1	3	1	4	1	-3	1	8	1
Cc1cc(SCC(=O)c2cccs2)n2nc(C)c(-c3ccccc3)c2n1	-5	-20	-4	-10	9	3	0	5	-4
CCCCN(C)CCCNC(=O)CC1Oc2ccccc2NC1=O (stereo not given)	2	-16	-1	-5	9	-2	5	5	-10
Cc1cc(=O)oc2c3c(cc(OCC(=O)NCCCn4ccnc4)c12)OC(C)(C)CC3	-2	7	8	20	3	1	11	3	-5
